RmlC RmlD mix – RmlC/RmlD inhibition, mixture screen. 110,000 tested, 0.39% active. RmlC/RmlD coupled enzyme inhibition, 384-well mixture HTS. inhibition, % at 5.5 µM; in the data active = inhibition above about 30%, passing the limit was not always enough; also: strong numbers were not always called active
HIV RNase H inh – blocks HIV-1 RNase H cleavage of RNA/DNA duplex; 65,000 tested, 1.9% active; inhibition, % at 10 µM; P04585; RT-RNase H RNA/DNA duplex cleavage, fluorescence; in the data active = inhibition above about 50%
Active calls of the source: *; . = not tested or not shown. A portion of the library. The share of hits here may be higher or lower than overall.

smiles	RmlC RmlD mix	HIV RNase H inh
Nn1c(SCC(=O)N2CCOCC2)nnc1-c1ccccc1Cl	8.1	.
Cc1ccc2ncnc(NCCCN3CCOCC3)c2c1	-2.0	-10.8
Cc1cccc2cc(CN(Cc3ccco3)S(=O)(=O)c3ccc4c(c3)OCCO4)c(=O)[nH]c12	-13.4	7.7
Cc1cc(C)n(-c2ccc(C(=O)Nc3nc4ccccc4s3)cc2)n1	5.3	-2.4
COC(=O)CSc1nc2ccccc2nc1SCC(=O)OC	8.0	-14.7
Cc1cc(-c2csc(N)n2)c(C)n1CCC(C)C	3.9	.
COC(=O)c1cc(Br)c(=O)n(-c2ccccc2OC)c1	.	-6.5
CCN1CCN(C(=O)C2c3cc(OC)c(OC)cc3C(=O)N3CCc4ccccc4C23)CC1 (stereo not given)	.	-8.7
O=C(Nc1cccc(-c2nc3ccccc3s2)c1)c1cc(-n2cnnc2)ccc1Cl	10.1	.
CCCN1CCN(CCCNC(=O)c2cc3c(=O)n(C)c4ccccc4c3n2C)CC1	6.1	-4.3
CCC1(C)Cc2ccccc2-c2nc3n(c(=O)c21)CCCCC3 (stereo not given)	5.1	-26.4
Cc1nn(-c2cc(N3CCOCC3)ccc2[N+](=O)[O-])c(=O)c2ccccc12	15.9	.
Cc1ccc(C(=O)O/N=C/c2c(Cl)n(C)c3ccccc23)cc1	7.6	.
COC(=O)c1ccc(Cn2nc(C(F)(F)F)cc2C)cc1	5.6	.
CC1CCCN(C(C(=O)Nc2ccc(C(C)C)cc2)c2ccc3c(c2)OCO3)C1 (stereo not given)	2.5	.
COc1ccc(-c2cc(C(F)F)nc(-n3nc(C)cc3C)n2)cc1	.	0.6
CCOC(=O)c1cnn2c(C(F)(F)F)cc(-c3ccccc3)nc12	-14.1	-10.3
CCCCOc1cccc(C(=O)N(Cc2ccco2)C2CCS(=O)(=O)C2)c1 (stereo not given)	3.2	-3.0
O=C(COC(=O)c1ccc(S(=O)(=O)N2CCc3ccccc3C2)cc1)NC(=O)NCc1ccco1	-7.0	.
O=C(NCc1cccc(CNC(=O)c2ccco2)c1)c1ccco1	7.1	2.5
COc1ccc(C(C)=O)cc1CN1C(=O)C(C)N(c2ccc(C)cc2)C1=O (stereo not given)	5.1	-4.2
c1coc(Cn2c(SCc3nc4ccccc4[nH]3)nnc2-c2cccs2)c1	-7.8	-42.6
CC(=O)C1=C(O)C(=O)N(CCN2CCOCC2)C1c1ccccc1 (stereo not given)	7.3	-17.0
c1ccc(OCCCn2nnc(-c3cccnc3)n2)cc1	11.7	-18.4
Cc1cc([N+](=O)[O-])nn1Cc1ccccc1F	10.1	.
CCC(=O)NC(=S)Nc1ccccc1OC	4.8	.
C/C=C(\C)C(=O)Nc1cccc(C2=NOC3(C2)C[C@@H](C(N)=O)N(C(=O)c2ccccc2C(=O)c2ccccc2)C3)c1 (stereo not given in full)	7.1	.
C=CCn1c(SCC(=O)Nc2nccs2)nnc1-c1cc2cccc(OC)c2o1	11.9	53.4*
COc1ccc(CC(C)N2CCN(c3ccccc3)CC2)cc1OC (stereo not given)	-24.8	.
O=C1OC(c2ccccc2)=C/C1=C\N1CCOCC1	-3.5	-13.8
O=C(Nc1nc(-c2ccc(Cl)cc2)cs1)c1cccnc1	4.3	.
CC(=O)Nc1ccc(NC(=O)C/C(C)=N/NC(=O)C(=O)N2CCCC2)cc1	-7.2	.
N#Cc1ccsc1NC(=O)c1cnccn1	2.8	1.8
COC(=O)c1ccc(C)c(NC(=O)c2nn(C)c(=O)c3ccccc23)c1	9.5	-7.0
Cc1ccc(Nc2nc(-c3c(C)nc4ccccn34)cs2)cc1	-8.3	.
O=C(CCS(=O)(=O)c1cccc2nsnc12)N1CCN(c2ccccc2F)CC1	16.0	.
O=C(NCC1CCCO1)C1c2ccccc2C(=O)N1C1CCCCCCC1 (stereo not given)	.	-11.8
CCS(=O)(=O)n1nc(-c2ccco2)nc1SC	4.2	-3.2
COc1ccc(Oc2c(C)oc3c(CN(C)C)c(O)ccc3c2=O)cc1	23.0	-0.6
CCOC(=O)C1=C(C)OC(N)=C(C(=O)OCC)[C@@]12C(=O)N(CC(N)=O)c1ccccc12	-11.0	8.9
CC(Oc1ccc(Cl)cc1)c1ccnn1S(C)(=O)=O (stereo not given)	6.8	.
CCc1ccc2c(c1)C(NC(C)=O)C(=O)N2CC (stereo not given)	6.0	1.9
O=C(Cc1cc(=O)[nH]c(=O)[nH]1)N1CCN(C(=O)c2ccco2)CC1	0.7	-9.8
Fc1ccc(Cn2c(SCc3ccc(F)c(F)c3)nnc2C(F)(F)F)cc1	12.2	.
CCOc1cc(S(=O)(=O)N2CCCCC2)ccc1Cl	.	-12.0
Cc1ccc(S(=O)(=O)C(F)(F)F)cc1NC(=O)c1cccnc1	-9.1	0.7
C=CCC(c1ccccc1F)N(CCN1CCOCC1)C(=O)Nc1cccc(Cl)c1 (stereo not given)	0.4	.
Cc1cc(NC(=O)CSc2nc(CCC3CCCC3)nc3ccccc23)no1	-5.7	43.8
CC(=O)c1cccc(N(CC(=O)N2CCOCC2)S(C)(=O)=O)c1	-12.9	-15.1
COc1cccc(N2CCN(C(=O)CN(C)S(=O)(=O)c3ccc4c(c3)CCC(=O)N4)CC2)c1	-9.3	-10.8
O=C(O)CSc1cccc[n+]1[O-]	5.7	.
O=C1C2CCCN2C(c2ccncc2)N1c1ccc(Cl)c(Cl)c1 (stereo not given)	12.0	-14.4
O=C(O)C1=C[C@@H](c2ccc3c(c2)OCO3)C[C@@H](OCCCCO)O1	3.9	.
Clc1ccc(-c2nnc3sc(-c4ccco4)nn23)c(Cl)c1	.	-1.7
O=C1Nc2ccc(S(=O)(=O)NCc3ccco3)c3cccc1c23	.	-2.4
Cc1ccc2nc(CSc3nc(C)cc(C)c3C#N)[nH]c2c1	-17.0	.
O=C(N1CCOCC1)C12CC3CC(C1)CC(c1ccccc1)(C3)C2	-7.3	.
CCOC(=O)c1c(C)[nH]c(C(=O)Cn2nnc(-c3ccccc3)n2)c1C	12.3	35.5
COC(=O)c1cc(=O)n(Cc2ccc3c(c2)OCO3)c(=Nc2ccc(F)c(Cl)c2)s1	8.5	.
O=C(NCc1ccco1)C1CCCN1S(=O)(=O)c1ccc2ccccc2c1 (stereo not given)	-15.2	.

Next section
smiles	RmlC RmlD mix	HIV RNase H inh
Cn1nnnc1SCC(=O)NCc1ccccc1	-11.3	.
Cn1c(NC(=O)c2cccs2)c(-c2cccs2)c(=O)c2ccccc21	-2.6	3.1
O=C1CC(N2CCN(c3ccccc3)CC2)C(=O)N1CCc1ccccc1 (stereo not given)	-5.4	3.2
CC(C)C(=O)N(Cc1ccc2c(c1)OCO2)Cc1ccccn1	-6.5	-22.5
O=C(NCCc1ccccc1)C1(c2ccccc2)CC1(Cl)Cl (stereo not given)	9.2	.
CCCCC(CC)CNC(=O)c1cccs1 (stereo not given)	-5.6	-10.8
Cc1ccc(OCCCn2c(CO)nc3ccccc32)cc1	13.5	-2.2
COc1cc(C(CCN2CCN(c3ccccc3)CC2)c2c(OC)cc(OC)c3c(C)cc(=O)oc23)cc(OC)c1OC (stereo not given)	11.5	.
Cc1nc(NC(C)c2ccccc2)c2c3c(sc2n1)CCC3 (stereo not given)	-12.8	.
Fc1cc(Br)ccc1NC(=S)NCCc1ccccc1	5.8	.
CCOC(=O)CP(=O)(c1ccccc1)c1ccccc1	-5.0	.
CCOC(=O)c1sc(C)c(C(=O)NCC(C)(C)CN(C)C)c1N	7.7	.
COc1cccc(NS(=O)(=O)c2cn(C)c(=O)n(C)c2=O)c1	0.4	-3.7
CCCCCCn1ccc(=N)cc1	-14.8	5.2
CCCNC(=O)c1ccc2c(=O)c(O)c(-c3ccc(F)cc3)[nH]c2c1	9.2	.
O=C(O)CC(C(=O)OCC1CCCO1)N1CCOCC1 (stereo not given)	5.8	-3.1
CC1CCN(C(=O)Cn2c(=O)n(Cc3ccc4c(c3)OCO4)c(=O)c3ccccc32)CC1	0.8	-15.6
CCC(Sc1nc2ccc(C)cc2[nH]1)C(=O)O (stereo not given)	4.2	.
O=S(=O)(NCCc1ccc2c(c1)OCCO2)c1cccs1	5.2	-2.0
CC(C)(C)C(=O)CNS(=O)(=O)c1ccc(S(=O)(=O)NC2CCCC2)cc1	-3.5	1.6

In another format: results already given
SMILES: O=C(NCCc1ccccc1)C1(c2ccccc2)CC1(Cl)Cl (stereo not given)
  RmlC RmlD mix: 9.2 | HIV RNase H inh: .
SMILES: CCCCC(CC)CNC(=O)c1cccs1 (stereo not given)
  RmlC RmlD mix: -5.6 | HIV RNase H inh: -10.8
SMILES: CC1CCN(C(=O)Cn2c(=O)n(Cc3ccc4c(c3)OCO4)c(=O)c3ccccc32)CC1
  RmlC RmlD mix: 0.8 | HIV RNase H inh: -15.6
SMILES: CC(C)(C)C(=O)CNS(=O)(=O)c1ccc(S(=O)(=O)NC2CCCC2)cc1
  RmlC RmlD mix: -3.5 | HIV RNase H inh: 1.6

The list goes on:
Second line of a record – RmlC RmlD mix, HIV RNase H inh
> COc1cccc(C2CC(c3ccccc3)n3ncnc3N2)c1 (stereo not given)
 : 5.8, -9.8
> Nc1nc(Br)c2ccccc2c1-c1ccc(F)cc1
 : 0.1, .
> O=C(Cn1cc(C(=O)c2cccs2)c2ccccc21)NCc1cccs1
 : 26.3, 0.8
> COc1ccc(-c2cn3c(C)c(C(=O)NC(C)(C)C)sc3n2)cc1
 : ., -3.7
> CCOCCCNC(=O)C1CCCN1C(=O)NC1CCCCC1 (stereo not given)
 : 10.4, -5.4
> COc1nc(N)c(S(=O)(=O)c2ccccc2C)cc1C#N
 : 3.6, .
> Cc1nc2ccccc2n1CC(=O)OCC(=O)Nc1ccc2c(c1)OCCO2
 : 3.1, -11.5
> Cc1ccsc1C(=O)Nc1ccccc1N1CCOCC1
 : 7.0, .
> Clc1ccc(Cn2ncc3c(N4CCCC4)ncnc32)cc1
 : 2.7, -27.1
> O=C(NCCN1CCOCC1)c1cccc(S(=O)(=O)N2CCCCCC2)c1
 : 7.0, -11.8
> CC1CCN(CC(C)OC(=O)c2ccc3c(c2)OCCO3)CC1 (stereo not given)
 : -7.0, -11.2
> Cc1ccc(-c2ccc(/C=C(\C#N)C(=O)Nc3cc(C)nn3-c3ccccc3)o2)cc1
 : 10.2, .
> COc1ccc(CC(=O)N2CCN=C2SC)cc1
 : -2.3, -12.6
> O=C(C1CCCN(c2ncccn2)C1)N1CCc2ccccc21 (stereo not given)
 : 1.6, 0.7
> Cc1c(NC2(c3nnnn3-c3ccc(Br)cc3)CCCCC2)c(=O)n(-c2ccccc2)n1C
 : -15.1, .
> O=C(Nc1ccccc1)N1CCN(c2ncccn2)CC1
 : 3.6, .
> NC(=O)C1=C[C@H](c2ccc(C(F)(F)F)cc2)C[C@H](OCCCCO)O1
 : -11.8, .
> CC(C)Oc1ccc(CCc2n[nH]c(=S)n2Cc2ccccc2)cc1
 : -14.0, .
> N#CCCn1cnc2c(=S)nc[nH]c21
 : 19.1, 0.7
> Cc1nc2nc(Cc3ccccc3)nn2c(C)c1Cl
 : -9.4, -10.4

Part of the list above in order of formula weight, lowest first.
Second line of a record – RmlC RmlD mix, HIV RNase H inh
> Cc1nc2nc(Cc3ccccc3)nn2c(C)c1Cl
 : -9.4, -10.4
> Clc1ccc(Cn2ncc3c(N4CCCC4)ncnc32)cc1
 : 2.7, -27.1
> CCOCCCNC(=O)C1CCCN1C(=O)NC1CCCCC1 (stereo not given)
 : 10.4, -5.4
> NC(=O)C1=C[C@H](c2ccc(C(F)(F)F)cc2)C[C@H](OCCCCO)O1
 : -11.8, .
> Cc1nc2ccccc2n1CC(=O)OCC(=O)Nc1ccc2c(c1)OCCO2
 : 3.1, -11.5
> O=C(NCCN1CCOCC1)c1cccc(S(=O)(=O)N2CCCCCC2)c1
 : 7.0, -11.8

Continued:
Second line of a record – RmlC RmlD mix, HIV RNase H inh
> Cc1cc(C(F)(F)F)nn1CC(=O)N1CCCCC1C (stereo not given)
 : -4.2, -3.1
> COc1ccc(S(=O)(=O)N(C)CC(=O)NCc2cccnc2)cc1OC
 : -8.0, .
> COc1cc(-c2nnc(COC(=O)c3c4c(nc5ccccc35)CCCC4)o2)cc(OC)c1OC
 : -9.8, .
> CCC(=O)OC1=C2C(=Nc3c(c(=O)n(C)c(=O)n3C)C2c2ccccc2)c2ccccc21 (stereo not given)
 : ., 2.1
> CCOc1ccc(OCC)c(NC(=O)C2CCN(S(=O)(=O)c3cccc4nonc34)CC2)c1
 : -4.3, 5.2
> COc1ccccc1NC(=O)C1=C(C)Nc2nnnn2C1c1ccccc1OC (stereo not given)
 : -10.4, 1.3
> CCC(SC1=N/C(=C/c2ccccc2OC)C(=O)N1c1ccccc1)C(=O)Nc1cc(C)on1 (stereo not given)
 : 5.9, .
> Cc1ccccc1Cn1cccc1/C=C1/C(=N)N2C=CSC2=NC1=O
 : 11.1, .
> COCCN1CC(=O)N(c2cccc(C)c2C)C(c2ccc(Cl)cc2)C1=O (stereo not given)
 : -4.5, -5.3
> O=C(Nc1cccc2[nH]ncc12)c1ccc(F)cc1
 : 12.5, .
> COCCN(CCOC)Cc1cc(=O)oc2cc3c(cc12)CCC3
 : 3.0, -0.6
> COc1ccc(Cl)cc1C(=O)N(Cc1nc(-c2cccc(C)c2)no1)C(C)C
 : -10.6, 8.6
> CCOc1ccccc1C1C(C(=O)Nc2ccc(OC)cc2)=C(C)Nc2nc(CCCO)nn21 (stereo not given)
 : 10.2, -11.3
> O=C(Nc1cc(C(F)(F)F)ccc1Cl)C1CCN(c2nnc(-n3cccc3)s2)CC1
 : 2.9, 27.1
> CN(C)CCNC(=O)Nc1cccc(Cl)c1Cl
 : -4.0, .
> CN(C)c1ccc(CN(C(=O)C2COc3ccccc3O2)C2CCS(=O)(=O)C2)cc1 (stereo not given)
 : -12.2, 2.0
> CCCC(=O)NC(C)c1nc2ccccc2n1C (stereo not given)
 : -4.4, -1.7
> O=C(c1cc2sccc2n1Cc1ccc(F)cc1)N1CCc2ccccc21
 : -1.8, .
> CCn1c(SCC(=O)c2c[nH]c3ccccc23)nnc1-c1cccs1
 : 10.4, 4.0
